# Screening results as filed in PubChem.
# CHRM4 agonist: agonists of human muscarinic M4 receptor (CHRM4) | P08173 | 0.14% of 360,000 active | AID 624127 | activation, % at 3 µM | CHO-K1 hM4/Gqi5, Fluo-8 calcium fluorescence; vehicle 0%, full acetylcholine response 100%;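 active = activation above the run mean over all test wells plus 3 SD, cut at about 32% in these data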;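 also: peak over basal fluorescence ratio per well then scaled between controls; 0% = DMSO wells and 100% = acetylcholine at EC100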
# Target sequence (P08173 whole entry, looked up): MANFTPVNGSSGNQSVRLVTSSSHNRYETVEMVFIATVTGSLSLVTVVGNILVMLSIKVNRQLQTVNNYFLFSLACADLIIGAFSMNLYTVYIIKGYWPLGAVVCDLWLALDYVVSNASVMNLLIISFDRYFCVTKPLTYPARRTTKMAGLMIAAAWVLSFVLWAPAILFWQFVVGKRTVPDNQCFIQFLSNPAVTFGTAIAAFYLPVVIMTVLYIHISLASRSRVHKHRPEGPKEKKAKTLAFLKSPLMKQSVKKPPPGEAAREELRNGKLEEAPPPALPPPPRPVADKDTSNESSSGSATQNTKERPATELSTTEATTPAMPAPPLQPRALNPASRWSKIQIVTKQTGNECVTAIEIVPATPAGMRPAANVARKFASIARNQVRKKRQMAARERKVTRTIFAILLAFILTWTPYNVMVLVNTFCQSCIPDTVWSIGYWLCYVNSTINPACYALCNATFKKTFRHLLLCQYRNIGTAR
# CRFR2-BP ag: CRF-BP/CRF-R2 complex agonism | activation, % at 13.2 µM | AID 588473 | HEK293 CRF-R2/CRF-BP, calcium dye fluorescence (FLIPR); percent of saturating CRF peptide response | 0.46% of 350,000 active;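 active = activation of at least 50%, plus an integration ratio under a set limit after plate pattern correction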;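 also: plate controls were neutral control wells without compound for no effect and CRF at EC100 for full effect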
# M5 PAM: positive allosteric modulators of human muscarinic M5 receptor; P08912; CHO-K1 hM5, Fluo-8 calcium, ACh EC20 PAM; 0% = ACh EC20, 100% = ACh EC100; activation, % at 3 µM; 0.3% of 360,000 active; AID 624038;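 active = activation above the run cutoff, the mean activation of all test compounds plus 3 SD, cut at about 18% in these data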
# Target sequence (P08912 whole entry, looked up): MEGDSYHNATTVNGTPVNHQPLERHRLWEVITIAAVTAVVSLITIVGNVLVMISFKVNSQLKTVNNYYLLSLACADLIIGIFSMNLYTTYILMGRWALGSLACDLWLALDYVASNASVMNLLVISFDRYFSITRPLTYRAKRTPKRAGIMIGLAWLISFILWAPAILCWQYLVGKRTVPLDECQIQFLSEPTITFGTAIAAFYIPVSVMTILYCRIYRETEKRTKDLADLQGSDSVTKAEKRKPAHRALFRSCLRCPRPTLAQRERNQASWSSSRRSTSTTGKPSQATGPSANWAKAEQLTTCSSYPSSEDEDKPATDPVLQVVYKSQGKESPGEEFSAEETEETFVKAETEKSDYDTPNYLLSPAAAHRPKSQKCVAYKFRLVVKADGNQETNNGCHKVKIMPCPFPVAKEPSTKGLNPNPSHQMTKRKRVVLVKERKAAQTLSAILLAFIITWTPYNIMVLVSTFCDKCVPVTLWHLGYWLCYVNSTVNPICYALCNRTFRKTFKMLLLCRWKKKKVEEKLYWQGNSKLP
#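 System: CHO-K1 cell line with stable human muscarinic M5 receptor expression | Also added: EC20 acetylcholine as agonist stimulus | Compound: One concentration, 3 µM final (nominal) | Timing: Fluo-8 loading 80 min at 37 °C plus 30 min room temperature | Measured by: Fluo-8 calcium dye fluorescence, kinetic read | Read-out basis: % activation, ACh-normalized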
# M4 antag: CHRM4 antagonism in calcium assay; CHO-hM4 cells, ACh EC80, Fluo-8 calcium fluorescence; inhibition, % at 3 µM; 0.73% of 360,000 active;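 active = inhibition above its plate's cutoff, the mean inhibition of sample wells plus 3 SD, cut at about 27% in these data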;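 also: 0% = acetylcholine EC80 with DMSO and 100% = DMSO without agonist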
# CRFR2-BP antag: blocks CRF-induced signaling of the CRF-BP/CRF-R2 complex. HEK293 CRF-R2/CRF-BP, CRF-induced calcium fluorescence. inhibition, % at 11.8 µM. 0.59% of 350,000 active;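 active = inhibition of the ligand-induced calcium signal above about 50% at the single tested concentration, limit read from the data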
# M1 PAM: positive allosteric modulators of human M1 muscarinic receptor. CHO-K1 hM1, Fluo-8 calcium fluorescence, ACh EC20; 0% = ACh EC20, 100% = maximal ACh. activation, % at 3 µM. 0.088% of 360,000 active. AID 588819; in the data active = activation above about 19%, passing the limit was not always enough
# M5 antag: CHRM5 antagonism in calcium assay; P08912; 0.59% of 360,000 active; inhibition, % at 3 µM; CHO-hM5 cells, Fluo-8 calcium fluorescence, ACh EC80;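 active = inhibition above a per-plate cutoff, the mean of that plate's test compounds plus 3 SD, cut at about 27% in these data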;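 also: 0% = acetylcholine EC80 with DMSO and 100% = DMSO without agonist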
# M5 ag: agonists of human muscarinic M5 receptor (CHRM5); P08912; CHO-K1 hM5 cells, Fluo-8 calcium fluorescence; 0% DMSO wells, 100% maximal acetylcholine response; activation, % at 3 µM; 0.19% of 360,000 active; AID 624037;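 active = activation above the run's mean over test compounds plus 3 SD, cut at about 23% in these data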;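 also: signal is peak over basal fluorescence ratio across the kinetic read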
# M4 PAM: CHRM4 positive allosteric modulation | 0.4% of 360,000 active | AID 624126 | activation, % at 3 µM | P08173 | CHO-K1 hM4/Gqi5, Fluo-8 calcium fluorescence, ACh EC20; 0% = ACh EC20, 100% = maximal ACh;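 active = activation above its plate's cutoff, the mean activation of sample wells plus 3 SD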; also: some results filed as inactive read as strong as hits
# Starred values were filed as active, the others as inactive; / = no result given. No enrichment for hits (roughly 2.6% active in at least one column).
SMILES,CHRM4 agonist,CRFR2-BP ag,M5 PAM,M4 antag,CRFR2-BP antag,M1 PAM,M5 antag,M5 ag,M4 PAM
Cc1nc2ccc(S(=O)(=O)NCC(=O)N3CCc4ccccc4C3)cc2s1,0.7,-0.9,-1.3,8.9,-10.1,1.5,1.6,0.0,3.3
Cn1ccnc1SCC(=O)Nc1cccc(C#N)c1,1.3,-0.1,1.4,-7.1,7.9,-0.6,3.5,-0.8,5.7
Cc1cc(N=Nc2ccc(Cl)cc2)cc(CN2CCCC2)c1O,-0.6,-0.1,-3.8,-6.4,0.9,3.5,10.6,-2.3,6.6
O=C(c1ccc(CSc2ccccc2)cc1)N1CCN(c2ccccc2)CC1,7.0,-1.9,-6.8,-1.4,23.8,-1.8,9.5,-4.3,1.9
O=C(O)CC/C(=N\NC(=O)c1ccc(F)cc1)c1ccc(Br)cc1,2.2,2.2,2.0,-0.9,0.2,8.8,-14.9,-1.2,4.5
Cc1ccc(/C(N)=N/OC(=O)c2cccc(F)c2)cc1,0.0,1.1,0.8,3.7,-9.8,3.8,-9.1,2.2,-2.9
CCOc1ccc(CCN2C(=O)C(=O)N([C@@H](CC(C)C)CN3CCC[C@@H]3CN3C(=O)C(=O)NC[C@@H]3CC(C)C)C[C@@H]2Cc2ccccc2)cc1,0.0,/,8.8,-18.1,/,9.5,-3.4,0.2,-3.9
Cc1c(Br)c(C(=O)NCc2cc3cc(Cl)ccc3[nH]2)nn1C,2.2,7.0,-1.1,6.2,-16.3,6.3,3.4,-1.2,-0.8
COc1ccc(Nc2nnc(SCC(=O)NC(=O)Nc3ccc4c(c3)OCCO4)s2)cc1,0.5,-3.3,5.0,17.3,4.5,7.3,-1.4,1.6,11.3
CCC1Sc2ccccc2N(CC(=O)NCCC2=CCCCC2)C1=O (stereo not drawn),-2.0,-1.7,-4.9,-3.6,-32.0,-3.6,13.4,-2.5,-4.7
COc1ccc(-c2csc(C(NC(C)=O)c3ccc(F)c(F)c3)n2)cn1 (stereo not drawn),0.1,/,-3.4,-6.0,/,19.4,2.3,-0.4,3.3
CC(C)C(=O)Nc1ccccc1N1CCN(C(=O)c2ccccc2)CC1,-2.3,0.4,8.6,-2.8,4.7,13.6,-2.6,-1.7,22.7
CCCCNC(=O)CSc1nc(O)c(Cc2ccc(OC)cc2)c(=O)[nH]1,1.2,1.2,5.3,-2.3,2.9,0.7,-5.7,0.2,14.4
CC1C(=O)N(Cc2cn(CCC3OCCCO3)nn2)CCS(=O)(=O)N1Cc1ccc(-c2ccc(Cl)cc2)cc1 (stereo not drawn),26.6,0.5,-8.3,16.5,52.5*,-8.9,9.4,3.5,-11.8
Cc1n[nH]c(=O)n1-c1cccc(C(F)(F)F)c1,0.1,-0.3,-4.0,2.3,-1.4,5.7,1.6,1.1,0.9
CC(C)(C)NC(=O)C(c1ccco1)N(C(=O)Cn1nnc(-c2ccc(F)cc2)n1)c1cccc(F)c1 (stereo not drawn),-0.1,1.0,5.0,-4.4,-21.8,12.3,-2.6,2.4,4.6
O=C(COc1ccccc1)N[C@@H]1c2ccccc2CC[C@@H]1O,0.1,0.8,-0.2,-1.8,-13.8,-2.1,-10.6,0.9,-3.5
CCOC(=O)c1sc(NNC(=O)c2ccc(C)cc2)nc1C,15.7,5.6,-4.0,1.3,-13.8,1.4,2.9,5.5,-4.4
CCCCOC(=O)Cn1c(=N)n(CCN(CC)CC)c2ccccc21,1.1,2.0,-8.5,-0.2,8.0,-19.6,13.8,-9.8,10.3
COc1ccc(N(C(=O)Cn2nnc3ccccc32)C(C(=O)NCc2ccco2)c2cccnc2)cc1 (stereo not drawn),0.9,0.8,-1.3,-3.8,-6.5,10.1,1.9,-2.6,2.1

# Entries above shown as hits in CRFR2-BP antag.
compound	CHRM4 agonist	CRFR2-BP ag	M4 antag	CRFR2-BP antag	M1 PAM	M5 antag	M5 ag	M4 PAM
CC1C(=O)N(Cc2cn(CCC3OCCCO3)nn2)CCS(=O)(=O)N1Cc1ccc(-c2ccc(Cl)cc2)cc1 (stereo not drawn)	26.6	0.5	16.5	52.5*	-8.9	9.4	3.5	-11.8

# (continued)
SMILES,CHRM4 agonist,CRFR2-BP ag,M5 PAM,M4 antag,CRFR2-BP antag,M1 PAM,M5 antag,M5 ag,M4 PAM
CCc1nc(SCC(=O)NCc2ccccc2)c2c(=O)n(C)c(=O)n(C)c2n1,0.7,0.9,-3.7,-7.3,9.1,0.3,1.2,0.4,5.7
Nc1[nH]c(C(=O)c2ccccc2)c(-c2c(F)cccc2F)c1C(=O)c1ccc(Cl)c(Cl)c1,-0.3,/,-5.5,-10.5,/,/,-5.2,0.5,5.7
Fc1ccc(CSc2ccc(-c3cccs3)nn2)cc1,-1.3,-0.2,-1.9,-2.3,-7.9,7.5,-4.0,-1.8,-1.6
CNc1cc([N+](=O)[O-])ccc1OCc1ccccc1,8.3,-7.7,-10.5,3.0,-13.4,0.8,14.1,-5.8,-5.6
COc1ccc(NC(=O)c2c(NC(=O)CNCc3ccco3)sc3c2CCC3)c(OC)c1,0.1,2.6,0.0,-1.3,-6.2,0.1,-2.7,2.0,-6.0
NC(=O)C1CCN(CC(=O)Nc2ccc3c(c2)OCCO3)CC1,0.5,0.4,5.8,3.4,1.0,7.6,3.9,2.6,9.4
Cc1oc2c(C)c3oc(=O)c(CCC(=O)N4C[C@H]5C[C@@H](C4)c4cccc(=O)n4C5)c(C)c3cc2c1C,0.8,-3.5,-0.5,-0.6,9.3,1.8,3.9,-2.5,-1.5
CN1CCN(CCc2nc3cc(NC(=O)COc4ccc(Cl)cc4)ccc3n2C)CC1,-1.6,4.4,-8.7,11.9,18.7,1.2,24.5,-7.5,-6.6
CCOC(=O)C(CC)Sc1ccc2nnc(CCNS(=O)(=O)c3ccccc3)n2n1 (stereo not drawn),1.3,-1.2,10.0,-6.2,-17.1,12.2,5.2,0.0,-2.9
COc1ccc(C2c3ccsc3CCN2C(=O)NC(C)(C)C)cc1 (stereo not drawn),-1.3,-5.0,17.2,-13.7,4.1,7.9,-10.5,-9.7,11.8
COc1cc(C(=O)OCC(=O)NCc2ccc(F)cc2)ccc1OCC(C)C,0.6,0.6,2.0,-9.2,0.7,3.4,-4.2,-3.9,3.9
CCOC(=O)NC1(C(F)(F)F)C(=O)N(Cc2ccccn2)C2=C1C(=O)CC(C)(C)C2 (stereo not drawn),-0.3,-0.1,6.8,3.5,-6.4,6.7,3.5,2.5,6.2
Cc1ccccc1CS(=O)(=O)c1ccc(C(=O)N2CCC(C)CC2)cc1[N+](=O)[O-],0.7,-1.3,-7.6,-2.6,-2.6,3.1,14.2,1.3,-7.2
CCOC(=O)C1(CCCc2ccccc2)CCN(Cc2cnn(C)c2)CC1,2.9,-0.2,-0.6,-1.5,-12.8,-0.7,-3.3,-9.2,-3.2
CCCc1c(C)nc2scc(-c3ccc(Cl)cc3)n2c1=O,0.2,-6.2,1.5,-5.0,1.7,2.0,2.4,-0.2,0.5
Cn1cccc1C(=O)NCC1CCCCC1,-0.2,-1.5,-0.4,-10.7,6.7,2.6,4.4,-4.5,4.8
O=c1cc(O)n(-c2ccccc2F)c(=S)[nH]1,2.7,-0.4,-0.8,-2.9,-15.3,1.6,-1.7,2.9,3.5
Cc1noc(C)c1C(=O)N1CCN(c2cccc(Cl)c2)CC1,2.1,-1.4,0.5,-4.7,16.6,-1.9,-10.1,0.6,-1.1
CC(=O)NCCc1csc(-c2ccccc2)n1,-0.4,0.0,0.2,9.7,7.5,8.0,10.1,1.1,3.9
COc1cc2c(cc1OC)CN(C(=S)Nc1ccccc1Cl)CC2,10.6,-4.3,-5.2,0.4,13.6,0.2,9.7,-1.9,-1.9

# Some values from above.
# `CNc1cc([N+](=O)[O-])ccc1OCc1ccccc1` @ M1 PAM = 0.8
# `CCOC(=O)NC1(C(F)(F)F)C(=O)N(Cc2ccccn2)C2=C1C(=O)CC(C)(C)C2` (stereo not drawn) @ CRFR2-BP ag = -0.1
# `CCc1nc(SCC(=O)NCc2ccccc2)c2c(=O)n(C)c(=O)n(C)c2n1` @ M5 PAM = -3.7
# `Cn1cccc1C(=O)NCC1CCCCC1` @ M1 PAM = 2.6

# (continued)
SMILES,CHRM4 agonist,CRFR2-BP ag,M5 PAM,M4 antag,CRFR2-BP antag,M1 PAM,M5 antag,M5 ag,M4 PAM
CCN(CCNCC(O)COCc1ccc(Cl)cc1)c1cccc(C)c1 (stereo not drawn),18.0,-1.3,2.0,3.6,-15.9,12.7,6.2,-1.4,-2.9
OCC[C@H]1C[C@@H](O)[C@H](O)[C@]2(OCc3ccccc32)O1,1.7,-1.8,-3.8,12.0,-3.3,-0.6,7.0,1.9,4.0
COc1ccc(CNC(=O)c2ccc(CNc3c(NC4CCCCC4)c(=O)c3=O)cc2)cc1,0.1,-1.4,-4.0,-1.0,16.3,-0.7,2.3,-0.7,-3.3
CCCN(CC(=O)c1cc(C)n(C)c1C)S(=O)(=O)c1cccc(C(F)(F)F)c1,1.0,1.2,7.6,1.1,10.9,-5.0,-3.5,-7.1,14.6
COCCN(Cc1ccccc1)C(=O)c1ccc(C(=O)c2ccccc2)cc1,4.8,-0.7,-5.1,-6.0,-9.4,0.2,2.9,4.3,4.1
NC(CCc1ccccc1)c1csc(Nc2ccc(C(=O)NCCO)cc2)n1 (stereo not drawn),0.8,/,-0.3,-14.0,/,-0.1,-3.4,0.8,4.5
CC(C)(C)n1ncc2c(=O)n(Cc3c(Cl)cccc3Br)cnc21,9.8,0.0,-16.2,-6.8,8.1,-10.8,2.1,-3.8,2.4
O=C(c1ccccc1F)N1CCN(c2ccccn2)CC1,2.2,1.2,9.9,-4.2,-3.1,8.2,-8.6,6.8,3.6
CCCOc1ccc(C(CC(=O)O)NC(=O)CC(c2ccccc2)c2ccccc2)cc1 (stereo not drawn),0.1,-0.3,-2.0,6.3,-21.2,-10.1,8.0,1.7,-3.7
Cc1ccc(F)c([C@H]2[C@@H]3C=CCC[C@@]3(C)C(=O)N2Cc2ccccc2)c1,-1.3,0.8,4.7,2.2,-13.8,9.8,-8.1,-1.6,4.5
CCC1(C(=O)O)NC(c2cc(OC)ccc2O)C2C(=O)N(Cc3ccccc3)C(=O)C21 (stereo not drawn),1.0,0.7,-1.8,-3.1,-1.9,3.1,-1.4,0.8,0.4
COc1ccc(NC(=O)CCn2nnc(-c3ccc(C)cc3)n2)cc1OC,5.2,-0.4,-8.5,-5.9,-7.3,4.5,-0.7,2.1,-7.4
CCOC(=O)C1=C(C)Nc2ccccc2S1,0.7,-2.1,11.7,-2.9,0.9,6.1,-1.0,5.3,-9.7
Cc1ccc(C(=O)COc2ncnc3cc(Cl)ccc23)cc1,0.8,0.2,5.0,-2.0,-31.2,2.5,-6.5,3.6,1.6
CC1CCCC(NC(=O)c2cccc(S(=O)(=O)N3CCCCC3)c2)C1C (stereo not drawn),0.4,1.1,5.2,-2.6,-11.3,-4.5,-9.3,-1.0,-5.1
CCN(CC(=O)Nc1c(F)cccc1F)C(=O)c1cccc(S(=O)(=O)N2CCc3ccccc3C2)c1,6.6,-1.1,6.5,-1.2,15.5,3.4,-7.1,-2.2,16.6
Cc1ccc(OCC(=O)N2CCN(C(=O)c3cccs3)CC2)cc1,4.2,-0.4,-1.0,-6.8,-8.9,3.0,4.0,-4.0,-2.0
CCOC(=O)CCC(=O)NNC(=O)c1ccc(NC(=O)c2ccccc2)cc1,-0.1,-1.3,8.6,11.6,3.9,6.9,2.4,-3.1,1.0
CCOC(=O)c1c(C)[nH]c(C)c1C(=O)COC(=O)/C=C/c1cccc(F)c1,1.4,-1.5,-5.0,-6.0,2.2,-0.3,2.6,-2.9,-4.2
